APJ ag = activates the human apelin receptor APJ; P35414; CHO-K1 APJ PathHunter beta-arrestin, luminescence; 0% DMSO wells, 100% apelin; activation, % at 20 µM; 330,000 tested, 0.11% active;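 active = activation more than six SD over the plate average, tested at 20 µM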;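 also: 0% = DMSO alone and 100% = apelin-13 at 10 nM; some results filed as inactive read as strong as hits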
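Material: CHO-K1 APJ beta-arrestin complementation cell line; Input: cell density 1000 per well; Incubation: compound stimulation 90 min at 25 °C, detection 60 min; Signal: luminescence from split beta-galactosidase complementation, Galacton Star/Emerald II substrate; Controls: DMSO-only wells as negative, 10 nM Apelin-13 as positive control.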
TIM10 inh = inhibits growth of TIM10 yeast strain | inhibition, % at 10 µM | AID 463195 | 330,000 tested, 1.4% active | S. cerevisiae TIM10 strain growth, BacTiter-Glo luminescence, 24 h;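 active = inhibition of 40% or more at the single tested concentration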;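 also: wild-type TIM10 isogenic control strain grown at permissive 25 °C; 0% = DMSO yeast wells and 100% = minimal medium wells without yeast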
tim23-1 inh = tim23-1 yeast growth inhibition | 330,000 tested, 1.3% active | inhibition, % at 20 µM | AID 463212 | S. cerevisiae tim23-1 growth, BacTiter-Glo luminescence, 24 h;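 active = growth inhibition of the mutant yeast at or above 50%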;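 also: temperature-sensitive mutant grown at 25 °C; plate controls were DMSO-treated mutant yeast for no effect and medium wells lacking yeast for full effect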
XBP1 UPR activ = activators of adaptive arm of unfolded protein response (XBP1). activation, % at 20 µM. 330,000 tested, 0.33% active. AID 463104. CHO-XBP1 luciferase reporter, IRE1-XBP1 UPR activation, luminescence; percent of tunicamycin response, DMSO as zero;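 active = versus positive control, 20 µM dose yields 30% or more activation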;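 also: 100% = tunicamycin at 10 µg/mL and 0% = DMSO only wells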
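Assay system: CHO-XBP1 luciferase reporter cells; Schedule: 6 h treatment, 37 °C; Detection: glow luminescence from Steady-Glo reagent; Benchmarks: high control tunicamycin 10 µg/mL final, low control DMSO vehicle only.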
tim10-1 inh = inhibits growth of tim10-1 mutant yeast; S. cerevisiae tim10-1 ts strain growth, BacTiter-Glo, 24 h; 330,000 tested, 2.2% active; inhibition, % at 20 µM; AID 463190;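 active = inhibition of at least 40%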;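 also: mutant grown at 25 °C; 0% = DMSO wells with yeast and 100% = wells holding no yeast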
GRIN3A LBD mod = modulates the human NR3A ligand-binding domain; NR3A LBD differential scanning fluorimetry, Tm shift; 0% = protein alone, 100% = glycine-bound protein; Tm shift relative to glycine control, % at 25 µM; 340,000 tested, 2.5% active; AID 1259313;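 active = melting temperature shift of at least 10% of the positive control shift, at one fixed dose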
CHOP UPR activ = activators of apoptotic arm of unfolded protein response (CHOP); 330,000 tested, 0.34% active; activation, % at 10 µM; AID 449763; CHO-CHOP luciferase reporter, UPR activation, luminescence; percent of tunicamycin response over DMSO baseline;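 active = at 10 µM dose, activation of 40% or more, normalized to positive control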;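 also: 100% = tunicamycin at 10 µg/mL and 0% = DMSO alone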
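Assay system: CHO-CHOP cells, stable luciferase reporter of PERK-eIF2a-CHOP signalling / Buffer or medium: F12 plus 10% serum / Compound dosing: one dose, 10 µM in 0.5% DMSO / Times: 6 h compound treatment, 37 °C / Technique: luciferase luminescence / Read-out: % reporter activation, DMSO baseline versus tunicamycin full activation / Benchmarks: tunicamycin and DMSO controls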
NLRP3 yeast inh = blocks the NALP3 inflammasome reconstituted in yeast; Yeast reconstituted NLRP3/ASC/caspase-1, beta-gal luminescence, 24 h; inhibition, % at 10 µM; 330,000 tested, 0.39% active;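 active = inhibition of 50% or more; inactive = inhibition below 50%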;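 also: plate controls were induced DMSO wells for no effect and uninduced yeast grown without galactose for full effect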
Mdm2-MdmX inh = human Mdm2/MdmX binding inhibition | SaOS-2 split-luciferase Mdm2/MdmX complementation, luminescence | inhibition, % at 8 µM | AID 485346 | 330,000 tested, 3% active;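 active = inhibition of at least 50% at 8 µM in the primary screen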
Target sequence (O15151 whole entry, looked up): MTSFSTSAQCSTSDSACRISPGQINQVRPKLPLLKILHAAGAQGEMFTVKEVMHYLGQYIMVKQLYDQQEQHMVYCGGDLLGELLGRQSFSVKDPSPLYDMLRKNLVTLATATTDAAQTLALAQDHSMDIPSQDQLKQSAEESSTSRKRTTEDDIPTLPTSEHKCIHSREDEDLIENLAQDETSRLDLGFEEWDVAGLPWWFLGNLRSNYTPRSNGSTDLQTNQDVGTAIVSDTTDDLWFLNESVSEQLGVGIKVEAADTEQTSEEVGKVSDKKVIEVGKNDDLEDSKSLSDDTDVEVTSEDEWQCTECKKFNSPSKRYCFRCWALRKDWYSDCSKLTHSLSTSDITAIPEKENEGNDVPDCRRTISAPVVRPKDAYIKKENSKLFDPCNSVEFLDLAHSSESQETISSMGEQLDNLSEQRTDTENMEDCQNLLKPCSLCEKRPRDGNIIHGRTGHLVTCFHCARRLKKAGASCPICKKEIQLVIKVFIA
Target sequence (Q00987 whole entry, looked up): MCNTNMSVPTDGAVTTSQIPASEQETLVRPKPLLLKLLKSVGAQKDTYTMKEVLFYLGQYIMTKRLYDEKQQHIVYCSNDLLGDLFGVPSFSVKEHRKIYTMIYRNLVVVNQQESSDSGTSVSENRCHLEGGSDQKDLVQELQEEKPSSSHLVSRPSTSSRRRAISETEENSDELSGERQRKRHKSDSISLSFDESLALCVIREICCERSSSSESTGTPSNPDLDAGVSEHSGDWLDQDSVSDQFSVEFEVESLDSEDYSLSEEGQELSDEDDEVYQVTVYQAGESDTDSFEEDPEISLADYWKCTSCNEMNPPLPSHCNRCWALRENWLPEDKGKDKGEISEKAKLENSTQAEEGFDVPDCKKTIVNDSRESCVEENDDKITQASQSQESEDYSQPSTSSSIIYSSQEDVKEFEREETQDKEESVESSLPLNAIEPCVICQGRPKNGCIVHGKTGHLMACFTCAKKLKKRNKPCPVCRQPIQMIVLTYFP
* hit, by the source's call; . = no result given.

Key to letters: A = APJ ag; B = TIM10 inh; C = tim23-1 inh; D = XBP1 UPR activ; E = tim10-1 inh; F = GRIN3A LBD mod; G = CHOP UPR activ; H = NLRP3 yeast inh; I = Mdm2-MdmX inh
CCOC(=O)c1cc2sc(C)cc2n1CC(=O)N1CCOCC1
  A: -4; B: -12; C: 0; D: -3; E: 17; F: 0; G: 0.3; H: 17; I: 15

COc1ccc(CN(Cc2cccnc2)C(=S)NCCc2ccccc2)cc1OC
  A: 2; B: 12; C: 10; D: -2; E: 35; F: 1; G: -0.8; H: -12; I: 21

Cc1ccccc1Cn1c(=O)n(Cc2ccco2)c(=O)c2ccccc21
  A: -2; B: 6; C: 20; D: 0; E: 27; F: -3; G: -0.6; H: -42; I: 46

O=C(c1cc(C(=O)c2ccco2)cc(C(=O)c2ccco2)c1)c1ccco1
  A: -2; B: -11; C: -29; D: -1; E: 12; F: -1; G: 0.5; H: 19; I: 31

CC(=O)N1Cc2ccccc2C(C)CC12CCCC2 (stereo unspecified)
  A: -4; B: 9; C: 26; D: 1; E: 4; F: 2; G: 0.7; H: 4; I: 18

O=C(Nc1ccc(Cl)cc1)/C(=C1\CCCN1)[N+](=O)[O-]
  A: -6; B: -2; C: -3; D: 1; E: -10; F: -1; G: 7.3; H: 41; I: -37

Cc1ccc(C)n1-c1ccc2c(c1)COC2=O
  A: 1; B: 1; C: 12; D: 0; E: 11; F: .; G: 1.3; H: 9; I: -1

Cc1c(NS(=O)(=O)c2ccc3nc(COc4ccccc4Cl)[nH]c3c2)c(=O)n(-c2ccccc2)n1C
  A: -3; B: 1; C: -8; D: 5; E: 6; F: 0; G: 3.3; H: 8; I: -1

COc1ccc(C(=O)C2CCCN(S(=O)(=O)c3cccc(C)c3)C2)c(C)c1 (stereo unspecified)
  A: -4; B: 4; C: 20; D: -6; E: 21; F: 10; G: 0.1; H: 13; I: 7

Cc1cc(C)cc(NC(=O)COC(=O)CCCNC(=O)c2ccc(Cl)cc2)c1
  A: -2; B: -23; C: -3; D: 1; E: 31; F: -6; G: -0.9; H: 7; I: 8

O=C(NC1=NCCS1)c1sc2cc(F)ccc2c1Cl
  A: -1; B: 20; C: 28; D: 1; E: 16; F: 2; G: 2.7; H: 35; I: -235

COc1ccccc1N1CCNC(C)C1=O (stereo unspecified)
  A: -1; B: -4; C: 9; D: 0; E: -3; F: -2; G: 1.5; H: 6; I: 21

Cc1ccc(S(=O)(=O)Nc2cnn(-c3ccccc3)c(=O)c2Cl)cc1
  A: 0; B: -5; C: 15; D: -3; E: -6; F: 0; G: -0.1; H: -2; I: 13

Cn1c(-c2ccc[nH]c2=O)nc2cc(Cl)ccc21
  A: -1; B: -6; C: 5; D: 2; E: 1; F: 1; G: 2.3; H: -1; I: 14

CC(CNC(=O)c1ccccc1[N+](=O)[O-])NC(=O)c1ccccc1[N+](=O)[O-] (stereo unspecified)
  A: -1; B: 0; C: 2; D: 0; E: -6; F: 0; G: -2.0; H: -4; I: 13

The list continues.
Key to letters: A = APJ ag; B = TIM10 inh; C = tim23-1 inh; D = XBP1 UPR activ; E = tim10-1 inh; F = GRIN3A LBD mod; G = CHOP UPR activ; H = NLRP3 yeast inh; I = Mdm2-MdmX inh
CCc1cc(=O)oc2c(C)c(OCC(=O)NC3CC(C)(C)NC(C)(C)C3)ccc12
  A: 0; B: 5; C: -5; D: -2; E: 3; F: -5; G: -2.1; H: 3; I: 23

COc1ccc(-n2nc3c(c2NC(=O)c2ccc(N4C(=O)CCC4=O)cc2)CSC3)cc1
  A: -2; B: 12; C: 9; D: 3; E: -6; F: -5; G: 0.1; H: 16; I: 14

C=CCn1c(NCCc2ccccc2)nc2c1c(=O)n(C)c(=O)n2C
  A: -2; B: 6; C: -16; D: 6; E: 17; F: 6; G: 1.6; H: 3; I: 23

Cc1ccccc1-c1nnc(SCC(=O)NC2CCCC2)o1
  A: -1; B: -4; C: 4; D: 1; E: 2; F: 1; G: -0.6; H: 21; I: 3

COc1ccc(CNCc2cc3c(C(C)(C)C)nn(-c4ccccc4)c3[nH]c2=O)cc1
  A: -2; B: 16; C: 18; D: 3; E: 27; F: -6; G: -0.9; H: 14; I: 37

O=c1cc(N2CCCCCC2)[nH]c(=O)n1-c1ccc(Cl)cc1
  A: -6; B: -7; C: 11; D: 0; E: 20; F: -2; G: 0.0; H: -2; I: 5

CC(C)C(OC(=O)CN1C(=O)COc2ccccc21)C(=O)NC1CCCCC1 (stereo unspecified)
  A: -1; B: 13; C: 17; D: 0; E: 5; F: 0; G: 1.9; H: 18; I: 12

COc1ccc(S(=O)(=O)Nc2c(C)cccc2C)cc1-n1cnnn1
  A: -2; B: 17; C: 3; D: -1; E: -14; F: 0; G: -0.2; H: 1; I: 0

O=C(COc1ccc(-c2nnco2)cc1)Nc1c(Cl)cccc1C(F)(F)F
  A: 8; B: -4; C: 15; D: -1; E: 10; F: -1; G: 2.6; H: 22; I: 20

Cn1c(SCc2nc(-c3ccc(Cl)cc3)no2)nnc1-c1ccco1
  A: -1; B: 5; C: 39; D: -1; E: 21; F: 1; G: -0.6; H: 53*; I: 14

CC(=O)C1=C(c2ccccc2)NC(=O)NC1c1ccc(O)c(O)c1 (stereo unspecified)
  A: 1; B: -3; C: 22; D: 2; E: 7; F: 0; G: -1.1; H: 0; I: 17

CCC(=O)NC(=S)Nc1ccc(NC(=O)c2ccco2)c(Cl)c1
  A: -3; B: 0; C: 8; D: 4; E: -6; F: 0; G: 0.4; H: 20; I: 15

CC(=O)c1ccc(NC(=S)NNC(=O)c2ccccc2[N+](=O)[O-])cc1
  A: -5; B: 18; C: 8; D: -2; E: 4; F: -2; G: -1.6; H: 11; I: 15

CCCCCCNC(=O)Cc1ccc(Br)cc1
  A: 0; B: -25; C: -7; D: -1; E: 12; F: -2; G: 1.1; H: 32; I: 13

Cc1cc(OCC(=O)OCC(=O)Nc2ccc(Cl)cn2)ccc1Cl
  A: -2; B: -9; C: 26; D: -1; E: 5; F: 0; G: 1.5; H: 8; I: -8

Next part.
Key to letters: A = APJ ag; B = TIM10 inh; C = tim23-1 inh; D = XBP1 UPR activ; E = tim10-1 inh; F = GRIN3A LBD mod; G = CHOP UPR activ; H = NLRP3 yeast inh; I = Mdm2-MdmX inh
Cc1occc1C(=O)Nc1ccc2c(c1)OCO2
  A: 0; B: -17; C: 8; D: 2; E: 8; F: 0; G: 5.3; H: 17; I: -48

COCCCNC(=S)N/N=C/c1ccc(O)cc1
  A: -7; B: -4; C: 5; D: 0; E: -12; F: 0; G: -0.9; H: 2; I: 22

Cc1cc(C)c2c(CC(=O)O)coc2c1
  A: -3; B: 3; C: 17; D: 2; E: 8; F: -2; G: -3.0; H: 3; I: 10

Cn1nccc1NC(=O)Nc1ccccc1
  A: -2; B: 7; C: 17; D: -2; E: 1; F: 1; G: -0.6; H: 11; I: 1

CCCc1nc(SCC(=O)Nc2cc(C)on2)c2ccccc2n1
  A: -2; B: -24; C: -2; D: -1; E: 15; F: 0; G: -2.3; H: 4; I: 24

COC(=O)CCSC(=S)N1CCOCC1
  A: -4; B: 2; C: 1; D: -1; E: -8; F: 1; G: 1.7; H: 9; I: -7

CC(=O)Nc1ccc(S(=O)(=O)Nc2cc(C)c(-n3nc4ccccc4n3)cc2O)cc1
  A: 0; B: 13; C: 18; D: -3; E: 5; F: 10*; G: -1.3; H: -2; I: 24

O=C(NCCc1ccc(Cl)cc1)c1cnc2n(c1=O)CCS2
  A: -2; B: -4; C: 3; D: 3; E: -2; F: -1; G: 1.9; H: 15; I: -12

Cc1ccc2cc(C)c3nnc(SCC(=O)N4CCCc5ccccc54)n3c2c1C
  A: -4; B: 33; C: 46; D: 3; E: 33; F: .; G: 2.8; H: 3; I: 25

CCN(CC)C(=O)c1ccc(NS(=O)(=O)c2ccc3[nH]c(=O)[nH]c3c2)cc1
  A: -7; B: -2; C: -7; D: -1; E: -19; F: 3; G: -0.7; H: -2; I: 24

Cc1cccc(NS(=O)(=O)c2nnc(NC(=O)c3ccc(Cl)cc3)s2)c1
  A: 1; B: -2; C: -8; D: -2; E: -7; F: -2; G: -1.4; H: 36; I: 7

O=C(Nc1nccs1)[C@@H]1CC=C[C@@H]2CCN(Cc3ccccc3)C(=O)[C@@H]21
  A: -1; B: 8; C: 9; D: 0; E: 14; F: -3; G: 0.9; H: 1; I: 12

COc1cc(/C=C2\SC(=Nc3ccccc3OC)NC2=O)ccc1O
  A: -4; B: 15; C: 39; D: 3; E: 16; F: -6; G: 0.6; H: 9; I: 41

COc1ccc(N2CCN(C(=O)CCc3nnc4ccc(N5CCCC5)nn34)CC2)cc1
  A: -1; B: 6; C: 8; D: 1; E: -14; F: 3; G: -0.2; H: 9; I: 11

COc1ccccc1C(=O)N/C(=C\c1cn(S(=O)(=O)N(C)C)c2ccccc12)C(=O)N1CCCC1
  A: 4; B: 16; C: -10; D: -1; E: 7; F: -1; G: 2.1; H: 22; I: 15

In the list so far, these have a furan ring, fused or not.
Key to letters: A = APJ ag; B = TIM10 inh; C = tim23-1 inh; D = XBP1 UPR activ; E = tim10-1 inh; F = GRIN3A LBD mod; G = CHOP UPR activ; H = NLRP3 yeast inh; I = Mdm2-MdmX inh
Cc1ccccc1Cn1c(=O)n(Cc2ccco2)c(=O)c2ccccc21
  A: -2; B: 6; C: 20; D: 0; E: 27; F: -3; G: -0.6; H: -42; I: 46

O=C(c1cc(C(=O)c2ccco2)cc(C(=O)c2ccco2)c1)c1ccco1
  A: -2; B: -11; C: -29; D: -1; E: 12; F: -1; G: 0.5; H: 19; I: 31

Cn1c(SCc2nc(-c3ccc(Cl)cc3)no2)nnc1-c1ccco1
  A: -1; B: 5; C: 39; D: -1; E: 21; F: 1; G: -0.6; H: 53*; I: 14

CCC(=O)NC(=S)Nc1ccc(NC(=O)c2ccco2)c(Cl)c1
  A: -3; B: 0; C: 8; D: 4; E: -6; F: 0; G: 0.4; H: 20; I: 15

Cc1occc1C(=O)Nc1ccc2c(c1)OCO2
  A: 0; B: -17; C: 8; D: 2; E: 8; F: 0; G: 5.3; H: 17; I: -48

Cc1cc(C)c2c(CC(=O)O)coc2c1
  A: -3; B: 3; C: 17; D: 2; E: 8; F: -2; G: -3.0; H: 3; I: 10

Assay outcomes: PubChem BioAssay, Sanford-Burnham Center for Chemical Genomics
